Myeloid diff MLP: myeloid differentiation induction. AID 624256. ER-HoxA9 myeloid progenitors, lysozyme-GFP differentiation, flow cytometry. hit rate 1% among 360,000. calls only at 10 µM;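 active = normalized GFP-positive differentiation at or above the plate's own cutoff, the solvent-only control mean plus 3 SD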;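 also: cells exposed to compound for four days before flow analysis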
human PMI inhibitors: MPI inhibition at elevated mannose 6-phosphate – biochemical, fluorescence intensity, high mannose 6-phosphate, primary screen (AID 1220); recombinant PMI enzyme, coupled fluorescence intensity; higher % means a stronger effect; inhibition, % at 20 µM, or IC50 in µM where a hit was titrated; hit rate 0.66% among 190,000
UTI89 phage lysis: inhibition of K1F phage lysis, E. coli UTI89, bacterial capsule biogenesis inhibitors, alamar blue (AID 488966); inhibition, % at 100 µM; hits with a dose series show IC50 in µM; E. coli UTI89 K1F phage lysis, alamar blue, 2 h; higher % means a stronger effect; hit rate 0.02% among 340,000;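 active = phage lysis inhibition, versus mean bacterial control, above a set limit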;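 also: capsule biogenesis inhibitors block K1F phage lysis so surviving cells raise fluorescence; higher fluorescence means more inhibition of phage lysis; actives were called in the ten point dose series up to 300 µM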
ER stress rescue: rescue of cells from ER stress-induced death, primary screen, 384-well, CSM14.1, thapsigargin, ATP luminescence (AID 1222). cellular ATP content (survival), % at 20 µM, or EC50 in µM where a hit was titrated. 190,000 tested, under 10 active. CSM14.1 thapsigargin-induced death rescue, ATP luminescence; higher % means a stronger effect;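 active = EC50 below 50 µM in the dose-response confirmation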;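 also: death triggered by thapsigargin at about 15 µM added after 2 h compound pretreatment; cell ATP read after overnight thapsigargin exposure of roughly 18 to 22 hours; normalized against plate controls of thapsigargin alone and 5% DMSO vehicle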
Lipid droplet: hepatic lipid droplet formation modulation | AML12 mouse hepatocytes, oleate lipid droplets, BODIPY imaging | inhibition, % at 6.5 µM | hit rate 0.4% among 240,000 | AID 1656;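 active = lipid droplet intensity inhibited by at least 50%, with more than 500 cells counted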
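Technique: fluorescence imaging, 20x objective, two fields per well / Assay system: AML12 hepatocytes (mouse) / Measure: % inhibition of lipid droplet signal / Doses: 6.5 µM single-point dosing / Incubation: overnight exposure / Reagent: 100 µM oleic acid challenge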
PMI inhibitors: inhibitors of human PMI, primary screen, biochemical, fluorescence intensity, coupled assay (AID 1209). purified PMI enzyme, coupled fluorescence intensity; higher % means a stronger effect. inhibition, % at 20 µM; hits with a dose series show IC50 in µM. hit rate 0.42% among 190,000;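 also: plate controls were DMSO vehicle for no effect and wells lacking substrate for full effect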
P. falciparum M1AAP: P. falciparum M1AAP inhibitors, biochemical, fluorogenic H-Leu-NHMec substrate, 1536-well (AID 1445) | recombinant M1AAP, H-Leu-NHMec fluorogenic kinetic assay; higher % means a stronger effect | inhibition, % at 30 µM; hits with a dose series show IC50 in µM | hit rate 0.42% among 220,000;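 active = primary inhibition above the hit cutoff, then over 50% inhibition at one or more dose response concentrations, cut at about 23% in these data, passing the limit was not always enough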;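 also: plate controls were DMSO full reaction for no effect and no enzyme background for full effect; strong numbers were not always called active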
TNAP activation fold: stimulation of alkaline phosphatase TNAP activity – biochemical, luminescent, no phosphate acceptor, uHTS, primary screen (AID 1001); purified TNAP, luminescent activation assay, no phosphate acceptor; higher activation fold means a stronger effect; activation fold at 20 µM; hits with a dose series show EC50 in µM; hit rate 0.03% among 200,000; in the data active = activation fold from about 3, or a potency from the dose series; inactive = the rest, 99 in 100 with activation fold below about 1.6; also: many of its hits are not listed in these tables
WT yeast gro inh: growth inhibition of WT yeast, mitochondrial fusion screen; mitochondrial fusion phenotypic screen, WT strain; inhibition, % at 10 µM; hit rate 2.1% among 190,000; in the data active = inhibition above about 58%; tested in S. cerevisiae
WT yeast gro inh mutant strain: second read-out of WT yeast gro inh, no call of its own (marks repeat the call); inhibition, %; mitochondrial fusion phenotypic screen, mutant strain inhibition
Lipid droplet cells 6.5 µM: also measured in Lipid droplet; calls as there; cell count; measured here: cell count, cytotoxicity flag;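 cells counted across two imaged fields per well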
Myeloid diff MLP GFP+ MAC1+ %: also measured in Myeloid diff MLP; calls as there; GFP+ MAC1+ double positive, %; measured here: differentiation confirmed by MAC1 staining
* marks the source's active call; other numbers are inactive results; [ ] = dose if it differs, or a comment. Rule as the data show it, unless noted: active = inhibition above about 50%; inactive = the rest.

Screening O=C(c1ccccc1)c1cc([N+](=O)[O-])ccc1N1CCCC1 returned Myeloid diff MLP inactive, human PMI inhibitors 10%, UTI89 phage lysis 2.6%, ER stress rescue -0.8%, Lipid droplet 2, PMI inhibitors -1%, P. falciparum M1AAP 5%, TNAP activation fold 1, WT yeast gro inh 0, WT yeast gro inh mutant strain -27, Lipid droplet cells 6.5 µM 631 and Myeloid diff MLP GFP+ MAC1+ % 2.0.
COc1ccccc1Nc1nc(NCC(C)C)nc(N)c1[N+](=O)[O-] was read as Myeloid diff MLP inactive, UTI89 phage lysis 0.4%, Lipid droplet -2, P. falciparum M1AAP 7%, Lipid droplet cells 6.5 µM 724 and Myeloid diff MLP GFP+ MAC1+ % 0.0.
`COc1cccc(C2=NOC(C(=O)NCc3ccco3)C2)c1` (stereo unspecified) gave Myeloid diff MLP inactive, human PMI inhibitors 10%, UTI89 phage lysis 0.1%, ER stress rescue -3.4%, PMI inhibitors 5%, P. falciparum M1AAP 8%, TNAP activation fold 1, WT yeast gro inh 10, WT yeast gro inh mutant strain -8 and Myeloid diff MLP GFP+ MAC1+ % 8.0.
Cc1nn(C)c(C)c1NC(=O)c1ccc(Br)o1 was read as Myeloid diff MLP inactive, human PMI inhibitors -5%, UTI89 phage lysis 0.5%, ER stress rescue -0.1%, Lipid droplet 0, PMI inhibitors -9%, P. falciparum M1AAP 8%, TNAP activation fold 1.1, WT yeast gro inh 4, WT yeast gro inh mutant strain -12, Lipid droplet cells 6.5 µM 719 and Myeloid diff MLP GFP+ MAC1+ % 0.7.
`CCCCCC(/C=N/Nc1ccc(S(=O)(=O)N2CCOCC2)cc1[N+](=O)[O-])=C\c1ccccc1` gave Myeloid diff MLP inactive, human PMI inhibitors -2%, UTI89 phage lysis 0.1%, ER stress rescue 0.2%, Lipid droplet 61*, PMI inhibitors 2%, P. falciparum M1AAP 9%, TNAP activation fold 0.9, WT yeast gro inh 11, WT yeast gro inh mutant strain 23, Lipid droplet cells 6.5 µM 724* and Myeloid diff MLP GFP+ MAC1+ % 0.4.
Cc1cc(C)n(Cc2n[nH]c(=S)n2Cc2ccccc2)n1 was read as Myeloid diff MLP inactive, human PMI inhibitors 16%, UTI89 phage lysis 0.2%, ER stress rescue -1.8%, PMI inhibitors 11%, P. falciparum M1AAP 11%, TNAP activation fold 1, WT yeast gro inh -2, WT yeast gro inh mutant strain 7 and Myeloid diff MLP GFP+ MAC1+ % 0.6.
`O=C(C1CCN(S(=O)(=O)N2CCC3(CC2)OCCO3)CC1)N1CCc2ccccc2C1` gave Myeloid diff MLP inactive, human PMI inhibitors 5%, UTI89 phage lysis 10%, ER stress rescue -0.2%, Lipid droplet 10, PMI inhibitors 3%, P. falciparum M1AAP -2%, TNAP activation fold 1.2, WT yeast gro inh -6, WT yeast gro inh mutant strain -23, Lipid droplet cells 6.5 µM 801 and Myeloid diff MLP GFP+ MAC1+ % 8.2.
CCOC(=O)C(=O)Nc1ccc(F)cc1 was read as Myeloid diff MLP inactive, human PMI inhibitors 2%, UTI89 phage lysis -2.2%, ER stress rescue -1.3%, Lipid droplet 7, PMI inhibitors -3%, P. falciparum M1AAP 7%, TNAP activation fold 1.2, WT yeast gro inh -16, WT yeast gro inh mutant strain -20, Lipid droplet cells 6.5 µM 829 and Myeloid diff MLP GFP+ MAC1+ % 1.0.
`CN(CC(=O)Nc1ccc(N2CCOCC2)cc1)CC(=O)Nc1ccccc1C#N` gave Myeloid diff MLP inactive, human PMI inhibitors 0%, UTI89 phage lysis 1.4%[50 µM], ER stress rescue -2.0%, Lipid droplet -3, PMI inhibitors -1%, P. falciparum M1AAP 6%, TNAP activation fold 0.5, WT yeast gro inh -15, WT yeast gro inh mutant strain 23, Lipid droplet cells 6.5 µM 652 and Myeloid diff MLP GFP+ MAC1+ % 1.6.
`Cc1ccc(C(=O)NNC(=O)c2ccccc2-n2cccc2)cc1` gave Myeloid diff MLP inactive, human PMI inhibitors 3%, UTI89 phage lysis -0.4%, Lipid droplet -21, PMI inhibitors -5%, P. falciparum M1AAP 4%, TNAP activation fold 1.3, WT yeast gro inh -8, WT yeast gro inh mutant strain 8, Lipid droplet cells 6.5 µM 669 and Myeloid diff MLP GFP+ MAC1+ % 0.7.
Screening Cc1ccc(NC(=O)c2cc(N3C(=O)C4CC=CCC4C3=O)ccc2N2CCOCC2)cc1Cl (stereo unspecified) returned Myeloid diff MLP inactive, human PMI inhibitors 17%, UTI89 phage lysis 0.7%, ER stress rescue -0.1%, PMI inhibitors 22%, P. falciparum M1AAP 5%, TNAP activation fold 1, WT yeast gro inh 0, WT yeast gro inh mutant strain -9 and Myeloid diff MLP GFP+ MAC1+ % 0.7.
Screening COc1ccc2c(c1)[nH]c1c(=O)n(CCCN3CCOCC3)cnc12 returned Myeloid diff MLP inactive, human PMI inhibitors -2%, UTI89 phage lysis 0.0%, ER stress rescue 4.1%, Lipid droplet -1, PMI inhibitors 4%, P. falciparum M1AAP -3%, TNAP activation fold 1.1, WT yeast gro inh -2, WT yeast gro inh mutant strain 11, Lipid droplet cells 6.5 µM 755 and Myeloid diff MLP GFP+ MAC1+ % 0.4.
`C/C=C\C(=O)Nc1cccc(C2=NOC3(C2)C[C@@H](C(N)=O)N(C(=O)COc2ccc(Cl)cc2)C3)c1` (stereo partly specified) gave Myeloid diff MLP inactive, UTI89 phage lysis 1.4%, Lipid droplet -3, P. falciparum M1AAP -4%, Lipid droplet cells 6.5 µM 778 and Myeloid diff MLP GFP+ MAC1+ % 2.3.
CC1(C)[C@H]2CC=C(CN3CCC(N4CCC(C(=O)N5CCCC5)CC4)CC3)[C@@H]1C2 was read as Myeloid diff MLP inactive, human PMI inhibitors -8%, UTI89 phage lysis 0.3%, ER stress rescue -0.8%, Lipid droplet 6, PMI inhibitors -2%, P. falciparum M1AAP 4%, TNAP activation fold 1.1, WT yeast gro inh -2, WT yeast gro inh mutant strain 2, Lipid droplet cells 6.5 µM 643 and Myeloid diff MLP GFP+ MAC1+ % 0.1.
Screening CC(OC(=O)c1cc2sccc2n1C)C(=O)NCCc1ccccc1 (stereo unspecified) returned Myeloid diff MLP inactive, human PMI inhibitors -2%, UTI89 phage lysis 1.2%, ER stress rescue -1.5%, PMI inhibitors -3%, P. falciparum M1AAP 7%, TNAP activation fold 1.1, WT yeast gro inh 2, WT yeast gro inh mutant strain 0 and Myeloid diff MLP GFP+ MAC1+ % 11.
Screening CCOC(=O)c1sc2ncc([N+](=O)[O-])cc2c1N returned Myeloid diff MLP inactive, UTI89 phage lysis 0.7%, Lipid droplet -3, P. falciparum M1AAP 2%, Lipid droplet cells 6.5 µM 693 and Myeloid diff MLP GFP+ MAC1+ % 0.3.
COC(=O)CCC(=O)OC1(C)C(=O)C=C2C=C(C3CC3)N(C(CO)CO)C=C2C1=O (stereo unspecified) was read as Myeloid diff MLP inactive, UTI89 phage lysis -0.3%, Lipid droplet 13, P. falciparum M1AAP 0%, Lipid droplet cells 6.5 µM 746 and Myeloid diff MLP GFP+ MAC1+ % 1.0.
Screening CCOC(=O)c1oc2ccccc2c1NC(=O)CN1CCOCC1 returned Myeloid diff MLP inactive, human PMI inhibitors -2%, UTI89 phage lysis 0.6%, ER stress rescue 2.7%, Lipid droplet 4, PMI inhibitors -1%, P. falciparum M1AAP 7%, TNAP activation fold 1.1, WT yeast gro inh 6, WT yeast gro inh mutant strain -10, Lipid droplet cells 6.5 µM 729 and Myeloid diff MLP GFP+ MAC1+ % 0.1.
COc1ccc(CCNC2=NCCS2)cc1 was read as Myeloid diff MLP inactive, human PMI inhibitors 5%, UTI89 phage lysis 3.9%, PMI inhibitors -11%, P. falciparum M1AAP -3%, TNAP activation fold 0.9, WT yeast gro inh 4, WT yeast gro inh mutant strain 11 and Myeloid diff MLP GFP+ MAC1+ % 0.9.
Screening Cc1nc2ccc(C(=O)N3CCN(c4ccccc4)CC3)cc2s1 returned Myeloid diff MLP inactive, human PMI inhibitors 2%, UTI89 phage lysis 0.4%, ER stress rescue 0.7%, Lipid droplet -3, PMI inhibitors -1%, P. falciparum M1AAP 1%, TNAP activation fold 1, WT yeast gro inh 2, WT yeast gro inh mutant strain 4, Lipid droplet cells 6.5 µM 685 and Myeloid diff MLP GFP+ MAC1+ % 1.0.
Screening Cc1ccc(O)c(-c2cc(C(=O)Nc3ccc(S(=O)(=O)Nc4nccc(C)n4)cc3)[nH]n2)c1 returned Myeloid diff MLP inactive, UTI89 phage lysis 0.2%, Lipid droplet 20, P. falciparum M1AAP 6%, Lipid droplet cells 6.5 µM 619 and Myeloid diff MLP GFP+ MAC1+ % 0.4.
`COc1ccc(CCN=C(N)Nc2nc(C)cc(C)n2)cc1` gave Myeloid diff MLP inactive, human PMI inhibitors 0%, UTI89 phage lysis 0.4%, ER stress rescue 0.5%, Lipid droplet 42, PMI inhibitors 2%, P. falciparum M1AAP 2%, TNAP activation fold 1.2, WT yeast gro inh -1, WT yeast gro inh mutant strain 4, Lipid droplet cells 6.5 µM 765 and Myeloid diff MLP GFP+ MAC1+ % 0.2.
`CC(=O)c1cccc(NC(=O)CN(c2ccccc2)S(C)(=O)=O)c1` gave Myeloid diff MLP inactive, human PMI inhibitors -2%, UTI89 phage lysis -0.3%, ER stress rescue -2.1%, PMI inhibitors -7%, P. falciparum M1AAP -1%, TNAP activation fold 1.1, WT yeast gro inh 2, WT yeast gro inh mutant strain 1 and Myeloid diff MLP GFP+ MAC1+ % 1.5.
`O=C(NCc1ccccc1)C1=C[C@@H](c2ccc(Br)cc2)C[C@@H](OCCCCO)O1` gave Myeloid diff MLP inactive, human PMI inhibitors 60%*, UTI89 phage lysis 0.3%, ER stress rescue 7.6%, Lipid droplet -4, PMI inhibitors 13%, P. falciparum M1AAP 4%, TNAP activation fold 1.1, WT yeast gro inh 17, WT yeast gro inh mutant strain 11, Lipid droplet cells 6.5 µM 723 and Myeloid diff MLP GFP+ MAC1+ % 2.2.
`O=C(CSC1=Nc2ccccc2C2CC=NN12)Nc1ccc(F)cc1Cl` (stereo unspecified) gave Myeloid diff MLP inactive, human PMI inhibitors 5%, UTI89 phage lysis -1.3%, ER stress rescue -0.3%, Lipid droplet -7, PMI inhibitors 12%, P. falciparum M1AAP 0%, TNAP activation fold 1, WT yeast gro inh 3, WT yeast gro inh mutant strain 5, Lipid droplet cells 6.5 µM 668 and Myeloid diff MLP GFP+ MAC1+ % 0.4.

High-throughput results: PubChem BioAssay, several laboratories
